West Nile virus CPE: West Nile virus antiviral activity, cell-based, CPE readout (AID 1621) | West Nile virus-infected cells, CPE inhibition; higher % means a stronger effect | CPE inhibition, % at 10 µM, or IC50 in µM where a hit was titrated | 0.02% of 290,000 active; in the data active means a potency from the dose series; inconclusive means CPE inhibition mostly from about 3.7% at the one dose, without a potency; inactive means the rest, 99 in 100 with CPE inhibition below about 2.2%; further: strong numbers were not always called active
PMI inhibitors: inhibitors of human PMI, primary screen, biochemical, fluorescence intensity, coupled assay (AID 1209); purified PMI enzyme, coupled fluorescence intensity; higher % means a stronger effect; inhibition, % at 20 µM, or IC50 in µM where a hit was titrated; 0.42% of 190,000 active;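 further: plate controls were DMSO vehicle for no effect and wells lacking substrate for full effect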
CSM14.1 death rescue: rescue of cells from ER stress-induced death, primary screen, 384-well, CSM14.1, thapsigargin, ATP luminescence (AID 1222); CSM14.1 thapsigargin-induced death rescue, ATP luminescence; higher % means a stronger effect; one-dose cellular ATP content (survival), % at 20 µM; EC50 in µM for titrated hits; 190,000 tested, under 10 active;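 active means EC50 below 50 µM in the dose-response confirmation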;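 further: death triggered by thapsigargin at about 15 µM added after 2 h compound pretreatment; cell ATP read after overnight thapsigargin exposure of roughly 18 to 22 hours; normalized against plate controls of thapsigargin alone and 5% DMSO vehicle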
RSV CPE inhibition: RSV antiviral activity via CPE protection, HEp-2 cells, primary 10 µM value included (AID 2391); HEp-2 cells, RSV-induced CPE inhibition; higher % means a stronger effect; one-dose CPE inhibition, % at 10 µM; IC50 in µM for titrated hits; 0.13% of 310,000 active; in the data active means a potency from the dose series; inconclusive means CPE inhibition mostly from about 23% at the one dose, without a potency; inactive means the rest, 99 in 100 with CPE inhibition below about 21%; further: strong numbers were not always called active
human PMI inhibitors: human PMI inhibitors, high substrate, primary screen, biochemical, fluorescence intensity, high mannose 6-phosphate (AID 1220) | 0.66% of 190,000 active | inhibition, % at 20 µM, or IC50 in µM where a hit was titrated | recombinant PMI enzyme, coupled fluorescence intensity; higher % means a stronger effect | Mannose-6-phosphate isomerase (Homo sapiens)
SV40 large T antigen: SV40 large T antigen inhibitors, biochemical (AID 1903). SV40 large T antigen ATPase/helicase inhibition assay; higher % means a stronger effect. one-dose inhibition, % at 20 µM; IC50 in µM for titrated hits. 0.39% of 310,000 active; in the data active means a potency from the dose series; inconclusive means inhibition mostly from about 32% at the one dose, without a potency; inactive means the rest, 99 in 100 with inhibition below about 32%; further: strong numbers were not always called active
PhoP inhibition: inhibitors of PhoP regulon expression, primary screen, Salmonella Typhimurium, GFP reporter (AID 1863); S. Typhimurium PhoP-regulated promoter GFP reporter, 4 h; higher % means a stronger effect; 0.16% of 300,000 active; one-dose inhibition, % at 50 µM; IC50 in µM for titrated hits;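 active means inhibition over 29.93%, a cutoff 3 SD above the screen mean, later confirmed by dose response; inconclusive means inhibition over 29.93% but no dose response follow-up; inactive means inhibition at most 29.93% or unconfirmed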;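 further: 0% = low Mg2+ inducing control and 100% = high Mg2+ repressing control; strong numbers were not always called active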
Insulin prom up: insulin promoter activators in MIN6 cells, imaging, high-content screening, mouse beta cells. MIN6 insulin promoter-GFP reporter; hits give high values. z-score at 5 µM. 0.3% of 190,000 active;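 active means z-score above 3 at 5 µM with at least 500 cells counted in the well; inconclusive means wells under 500 cells, flagged as cytotoxic or low count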
TNAP activation fold: human TNAP enzyme activators, primary screen, biochemical, luminescent, no phosphate acceptor, uHTS (AID 1001); Alkaline phosphatase, tissue-nonspecific isozyme (Homo sapiens); purified TNAP, luminescent activation assay, no phosphate acceptor; higher activation fold means a stronger effect; activation fold at 20 µM; hits with a dose series show EC50 in µM; 0.03% of 200,000 active; in the data active means activation fold from about 3, or a potency from the dose series; inactive means the rest, 99 in 100 with activation fold below about 1.6; further: many of its hits are not listed in these tables
Insulin prom up cell count: further read-out of Insulin prom up, marked with its call; cell count; measured here: cytotoxicity, nuclei count;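 total cells summed across four imaged fields per well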
* hit, by the source's call; u = inconclusive; x = not tested or not shown. Unless noted, no stated cut-off is given here; in the data, active means inhibition above about 50%; inactive means the rest.

SMILES	West Nile virus CPE	PMI inhibitors	CSM14.1 death rescue	RSV CPE inhibition	human PMI inhibitors	SV40 large T antigen	PhoP inhibition	Insulin prom up	Insulin prom up cell count	TNAP activation fold
CCOC(=O)C1(Cc2cccc(F)c2)CCN(C(=O)C2CCCO2)CC1 (centres undefined)	0.4%	-2%	-1.7%	0.2%	-13%	-5%	-5%	-1	1382	1.1
CC(C)(C)C(=O)Nc1c2c(nn1-c1ccc(F)cc1)CSC2	-0.3%	x	x	1.6%	x	2%	-9%	x	x	x
Cn1nnnc1SCC(=O)N1CCN(C(c2ccccc2)c2ccccc2)CC1	0.5%	-11%	-1.2%	0.7%	-10%	0%	-4%	-0.05	1075	1.1
Cc1ccc(N(C(=O)NC2CCCCC2)C2=NCCCCC2)cc1	-0.1%	9%	2.9%	1.5%	-1%	-1%	-3%	-0.19	1390	1
CCn1cc(CNC(=O)c2cc(COc3ccc(F)cc3F)on2)cn1	-0.9%	4%	0.7%	6.6%	5%	4%	-1%	x	x	1.1
CCN1/C(=C/c2cc[n+](CCCS(=O)(=O)[O-])c3ccccc23)Sc2ccccc21	u	17%	-1.3%	3.8%	10%	27%	-2%	6.1*	1076*	0.7
CCSc1nnc(NC(=O)c2csc3c2CCC(C)C3)s1 (centres undefined)	-0.2%	3%	-2.2%	0.1%	3%	16%	-11%	0.2	1887	1.1
COc1ccc(C2=NN(C(=O)CSC3=NN4CCCC(=O)N=C4S3)C(c3cccc(OC)c3OC)C2)cc1 (centres undefined)	-0.1%	-2%	-0.6%	4.3%	1%	13%	0%	-0.84	1588	1.1
C[C@]12CC[C@@H]3c4ccc(O)cc4CC[C@H]3[C@@H]1CC[C@@H]2O	0.2%	-6%	-3.8%	-3.2%	-7%	21%	-1%	x	x	1.1
Cc1ccc(CN2CCN(Cc3cn[nH]c3C3CCCCC3)CC2CCO)cc1 (centres undefined)	-0.7%	2%	-0.5%	0.0%	5%	6%	-3%	0.29	1434	0.9
CC(c1ccc(O)cc1)(c1ccc(O)cc1)c1ccc(CCBr)cc1	-1.3%	x	x	39%	x	16%	0%	x	x	x
COc1ccc(-c2nn(CCC(=O)O)cc2CCC(=O)O)cc1	0.0%	9%	-0.5%	-1.6%	5%	0%	-4%	x	x	1.1
O=C(c1cc(Sc2cccc(Cl)c2)nc2ccccc12)N1CCN(c2ccccn2)CC1	-1.2%	19%	-0.3%	19%	14%	14%	1%	-0.86	1297	1.1
COC(=O)N/N=C/c1cc(Cl)cc(Cl)c1OCc1ccccc1F	-0.8%	1%	-0.9%	2.0%	3%	2%	14%	0.36	1276	1
CC1CCN(c2ccc(/C=N/n3nnnc3N)cc2[N+](=O)[O-])CC1	-0.7%	0%	-2.1%	4.3%	4%	1%	-5%	x	x	1
O=C(NCCc1ccccc1)C1CC(c2ccccc2O)=NO1 (centres undefined)	-0.1%	5%	-3.5%	5.2%	1%	0%	-3%	-0.15	1251	1.1
CCn1cnc2c1c(=O)n(Cc1ccc(C(=O)OC)cc1)c(=O)n2Cc1ccccc1	-0.3%	x	x	3.9%	x	4%	-5%	x	x	x
O=C(N/C(=C/c1cccnc1)C(=O)N1CCCCCC1)c1ccccc1	-0.5%	x	x	0.7%	x	3%	2%	x	x	x
CC(C)c1ccc(/C=C/C(=O)Nc2ccc(CN3CCOCC3)cc2)cc1	12%	x	x	22%	x	1%	-1%	-0.48	1337	x
O=C(CSc1ccc(-c2cccnc2)nn1)N1CCCc2ccccc21	-1.5%	1%	3.7%	0.5%	5%	7%	0%	-1.6	1222	0.9

A draw from above in order of SMILES length, low to high.
SMILES	West Nile virus CPE	PMI inhibitors	CSM14.1 death rescue	RSV CPE inhibition	human PMI inhibitors	SV40 large T antigen	PhoP inhibition	Insulin prom up	Insulin prom up cell count	TNAP activation fold
CCSc1nnc(NC(=O)c2csc3c2CCC(C)C3)s1 (centres undefined)	-0.2%	3%	-2.2%	0.1%	3%	16%	-11%	0.2	1887	1.1
C[C@]12CC[C@@H]3c4ccc(O)cc4CC[C@H]3[C@@H]1CC[C@@H]2O	0.2%	-6%	-3.8%	-3.2%	-7%	21%	-1%	x	x	1.1
CCN1/C(=C/c2cc[n+](CCCS(=O)(=O)[O-])c3ccccc23)Sc2ccccc21	u	17%	-1.3%	3.8%	10%	27%	-2%	6.1*	1076*	0.7

Remaining list, next part
SMILES	West Nile virus CPE	PMI inhibitors	CSM14.1 death rescue	RSV CPE inhibition	human PMI inhibitors	SV40 large T antigen	PhoP inhibition	Insulin prom up	Insulin prom up cell count	TNAP activation fold
COc1ccccc1OCCOc1ccc(/C=C2/C(=N)N3OC(C)=CC3=NC2=O)cc1OC	-0.1%	2%	-5.1%	0.0%	2%	0%	9%	x	x	1
Clc1ccc(OCc2nnc(SCCN3CCCCC3)n2Cc2ccco2)cc1	-1.8%	-1%	-0.2%	-2.8%	-17%	14%	4%	x	x	1.1
COc1ccc(C2C(C(=O)N3CCN(C)CC3)c3cc(OC)c(OC)cc3C(=O)N2C)cc1 (centres undefined)	1.1%	1%	-0.7%	-0.4%	10%	20%	2%	0.93	1039	1
COc1ccc(/C=N/NC(=O)c2ccc(CN3C(=O)c4cccc5cccc3c45)cc2)cc1O	-0.4%	6%	0.1%	4.6%	1%	10%	-4%	0.44	1374	1.2
C=CCNc1nc(Nc2ccc(-c3nc4ccccc4o3)cc2)nc(N2CCOCC2)n1	0.7%	1%	1.2%	43%	1%	4%	-12%	x	x	1
Cc1nn(Cc2ccc(F)cc2)c(C)c1NC(=O)c1cc(-c2ccco2)on1	-0.5%	14%	-1.5%	-1.0%	8%	8%	-18%	0.99	1184	1.1
CCOc1ccc(OCC)c(NC(=O)c2ccc(CNc3c(N4CCOCC4)c(=O)c3=O)cc2)c1	-0.2%	29%	-1.4%	6.1%	30%	2%	4%	0.22	1912	1.1
Cc1nnc(SCC(=O)NNC(=O)CC#N)[nH]c1=O	0.3%	11%	0.1%	3.5%	2%	10%	9%	0.08	1489	1
CCOc1ccccc1NC(=O)C(C)CC (centres undefined)	0.1%	-10%	-0.8%	2.0%	-8%	-2%	0%	0.44	1564	1.1
COC(=O)c1ccc(/C=C(\C#N)c2ccccn2)cc1	0.2%	-19%	-1.8%	4.1%	-9%	-2%	3%	-0.56	1092	1.1
Cc1nn(CC2CC2)c(=O)n1-c1ccc(Oc2ccccc2)cc1	-0.7%	4%	0.6%	u	-2%	4%	-12%	0.51	1192	1
COc1cccc(C(=O)COc2ccc3ccc(=O)oc3c2)c1	-0.4%	-2%	-0.9%	0.8%	-5%	20%	-3%	0.26	1568	1.1
CCCSCCCNC(=O)Cn1c(=O)c2cccn2c2ccccc21	-1.0%	x	x	0.2%	x	8%	-4%	x	x	x
Cc1cccc(NC(=O)CSCC(=O)NCc2ccco2)c1	0.1%	x	x	0.6%	x	7%	-4%	x	x	x
COc1cccc(OC)c1C(=O)Nc1nc(-c2ccccc2)cs1	-0.7%	x	x	1.9%	x	9%	17%	x	x	x
CCN1CCN(CCC(=O)Nc2ccccc2C)CC1	0.1%	x	x	0.8%	x	26%	-6%	x	x	x
COc1ccc(NS(=O)(=O)c2ccc(Br)cc2)cn1	1.9%	x	x	4.8%	x	25%	4%	x	x	x
COC(=O)c1ccc(NN=Nc2ccc(C)cc2)cc1	0.6%	-35%	0.9%	1.3%	-85%	2%	12%	0.03	1263	1
CCn1c(CNC(=O)c2ccc(OC)cc2)nnc1SCC(=O)c1ccccc1	-0.2%	-15%	-1.8%	1.2%	-20%	7%	-5%	0.19	1647	0.9
CC1=C/C(=N\NC(=O)c2cccs2)CC(C)(C)C1	-0.3%	0%	0.2%	1.6%	-3%	3%	-1%	0.05	1318	1
C(=N\Nc1nncc2ccccc12)/c1ccccc1	-0.2%	x	x	1.9%	x	9%	0%	-0.36	1056	x
CS(=O)(=O)N(CC(=O)N1CCN(Cc2ccccc2)CC1)c1cccc([N+](=O)[O-])c1	-1.2%	x	x	4.2%	x	5%	1%	x	x	x
O=C(Nc1cccc(Cl)c1Cl)c1ccc(-c2ccccc2)cc1	x	6%	-1.9%	3.7%	7%	5%	-8%	-0.21	1505	1.1
COc1ccc(Nc2nc3cc(C)ccc3cc2C#N)cc1	u	x	x	1.4%	x	11%	-10%	x	x	x
O=C(CN1CCCC1)Nc1sc2c(c1C(=O)Nc1ccccc1)CCCC2	-0.6%	x	x	1.2%	x	29%	-2%	x	x	x
CN(c1ccc(C(=O)N2CCOCC2)cc1)S(C)(=O)=O	0.0%	-3%	1.1%	1.6%	-9%	-2%	0%	-0.7	835	1.1
CC(=O)Nc1c(C(=O)Nc2ccc3c(c2)OCO3)oc2ccccc12	-0.3%	x	x	1.1%	x	6%	0%	x	x	x
CC1(C(=O)N2CCN(C(=O)c3ccco3)CC2)CC1(Br)Br (centres undefined)	0.6%	x	x	0.8%	x	-1%	3%	x	x	x
COc1ccccc1C(=O)Nc1ccc2c(c1)OCCO2	-0.4%	4%	-5.1%	0.9%	0%	-1%	-3%	x	x	1
Cc1oc(-c2ccccc2Cl)nc1CSCC(=O)N1CCCC1	0.9%	2%	-0.6%	11µM*	5%	-2%	19%	0.2	1637	1.1
COc1ccc(CN(C(=O)CSc2nnc(-c3ccc(OC)c(OC)c3)o2)c2ccc(F)cc2)cc1	-0.1%	10%	-0.2%	2.2%	6%	1%	0%	-1.1	818	1.1
COc1ccccc1NC(=O)CCC(=O)OCc1ccc(Br)cc1	-0.2%	6%	-1.5%	-0.4%	6%	-13%	12%	0.15	1516	1.1
COc1ccc(C2=NN(C(=O)CCC(=O)O)C(c3ccccc3F)C2)cc1 (centres undefined)	-0.9%	x	x	0.5%	x	10%	1%	x	x	x
CN1CCc2c(c3ccccc3n2C)C1	-0.2%	1%	-1.2%	2.1%	1%	12%	6%	-0.26	1470	1.1
O=C(/C=C/c1cccc([N+](=O)[O-])c1)NCCSCc1c(Cl)cccc1Cl	-1.0%	13%	-0.4%	19%	10%	9%	1%	0.08	1516	1.1
Cc1cccc2cc(CN(Cc3ccc(F)cc3)Cc3nnnn3C3CCCC3)c(=O)[nH]c12	-0.7%	-9%	-1.4%	1.6%	-3%	9%	-1%	-0.48	1272	0.9
O=C(COc1ccc(Cl)cc1)NCCNC(=O)c1cnccn1	0.1%	x	x	0.2%	x	-4%	3%	x	x	x
O=C1c2cccnc2C(Nc2cccc(F)c2)N1Cc1ccco1 (centres undefined)	-0.7%	-2%	1.1%	12%	5%	12%	-2%	0.07	1609	1.1
Cc1ccc(-c2cc(C(=O)N3CCN(C(=O)c4ccco4)CC3)no2)cc1	-0.7%	8%	x	6.9%	10%	4%	-11%	0.39	1168	1.1
CCOc1ccccc1C1c2[nH]c3ccccc3c2C[C@H]2C(=O)N(C3CCN(Cc4ccccc4)CC3)CC(=O)N12 (some centres undefined)	-1.5%	x	x	12%	x	-1%	10%	x	x	x
Cc1ccc(C2C3CSCC=C3C(C#N)=C(N)C2(C#N)C#N)cc1 (centres undefined)	-0.5%	20%	-1.5%	56%	14%	11%	0%	-1.9	625	1
